CHRM1 PAM: potentiates human M1 receptor response to acetylcholine. CHO-K1 hM1, Fluo-8 calcium fluorescence, ACh EC20; 0% = ACh EC20, 100% = maximal ACh. activation, % at 3 µM. 360,000 compounds, 0.088% hits. AID 588819; in the data active = activation above about 19%, passing the limit was not always enough
Target sequence (P11229 whole entry, looked up): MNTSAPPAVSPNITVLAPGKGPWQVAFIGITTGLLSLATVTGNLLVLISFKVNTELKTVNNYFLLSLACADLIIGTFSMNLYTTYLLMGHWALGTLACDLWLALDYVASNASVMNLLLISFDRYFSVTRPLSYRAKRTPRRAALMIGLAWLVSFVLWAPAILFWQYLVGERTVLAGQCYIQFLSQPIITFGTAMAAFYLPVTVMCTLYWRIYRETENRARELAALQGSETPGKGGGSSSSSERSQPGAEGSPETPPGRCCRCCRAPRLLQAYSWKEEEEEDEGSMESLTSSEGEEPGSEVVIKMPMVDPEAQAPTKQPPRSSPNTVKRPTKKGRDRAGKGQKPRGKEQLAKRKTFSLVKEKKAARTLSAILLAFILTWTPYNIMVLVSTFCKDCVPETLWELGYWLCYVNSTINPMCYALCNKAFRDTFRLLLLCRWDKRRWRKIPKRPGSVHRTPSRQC
CHO-K1 Ca antag: nonselective inhibitor or artifact in parental CHO-K1 cells; ATP-induced calcium, Fluo-8 fluorescence; inhibition, % at 3 µM; 360,000 compounds, 0.6% hits; AID 602250;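 active = inhibition above a per-plate cutoff, the plate's mean sample inhibition plus 3 SD, cut at about 24% in these data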;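 note: 0% = DMSO plus EC80 ATP and 100% = DMSO alone without ATP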
CHRM4 agonist: CHRM4 agonism in calcium assay; AID 624127; P08173; 360,000 compounds, 0.14% hits; activation, % at 3 µM; CHO-K1 hM4/Gqi5, Fluo-8 calcium fluorescence; vehicle 0%, full acetylcholine response 100%;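 active = activation above the run mean over all test wells plus 3 SD, cut at about 32% in these data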;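 note: peak over basal fluorescence ratio per well then scaled between controls; 0% = DMSO wells and 100% = acetylcholine at EC100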
M1 antag: antagonists of human M1 muscarinic receptor | CHO-K1 hM1, Fluo-8 calcium fluorescence, ACh EC80 antagonist | inhibition, % at 3 µM | 360,000 compounds, 1.3% hits | AID 588852;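 active = percent inhibition above its own plate's cutoff, namely the mean of that plate's compound wells plus 3 SD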;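 note: peak over basal fluorescence ratio during 140 s after agonist addition; 0% = ACh EC80 plus DMSO and 100% = DMSO alone without agonist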
CHRM1 agonist: agonists of human M1 muscarinic receptor. P11229. CHO-K1 hM1, Fluo-8 calcium fluorescence, agonist mode; 0% DMSO, 100% acetylcholine EC100. activation, % at 3 µM. 360,000 compounds, 0.33% hits. AID 588814;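 active = activation above the run's mean compound activation plus 3 SD, cut at about 16% in these data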;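 note: peak over basal fluorescence ratio within a 140 s kinetic read after compound addition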
OXTR potentiator: human OXTR potentiation; P30559; CHO-OTR cells, Fluo-8 calcium fluorescence, potentiator mode; 0% = oxytocin EC15, 100% = EC100; activation, % at 3 µM; 320,000 compounds, 0.061% hits;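 active = activation above that plate's cutoff, the mean activation of tested compounds plus 3 SD, cut at about 6.6% in these data, passing the limit was not always enough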;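 note: 100% uses oxytocin at 75 nM as the full agonist control; some results filed as inactive read as strong as hits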
Target sequence (P30559 whole entry, looked up): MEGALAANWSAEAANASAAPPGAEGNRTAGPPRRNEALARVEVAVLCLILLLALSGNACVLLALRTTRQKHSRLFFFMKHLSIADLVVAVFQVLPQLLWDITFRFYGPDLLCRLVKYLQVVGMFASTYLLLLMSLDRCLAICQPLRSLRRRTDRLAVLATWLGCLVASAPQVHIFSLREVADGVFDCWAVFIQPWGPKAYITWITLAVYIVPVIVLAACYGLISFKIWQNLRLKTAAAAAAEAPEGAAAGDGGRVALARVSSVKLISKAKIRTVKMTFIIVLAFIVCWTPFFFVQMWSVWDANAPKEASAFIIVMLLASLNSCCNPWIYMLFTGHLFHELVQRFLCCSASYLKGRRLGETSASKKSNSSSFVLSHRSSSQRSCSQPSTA
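assay system = CHO-OTR cells, human receptor | schedule = compound 6 min at room temperature before oxytocin, 100 s read | detection = Fluo-8 intracellular calcium fluorescence, ex 470-495, em 515-575 nm | evaluation = normalized max/min fluorescence ratio, % activation | control set = EC15 oxytocin alone as 0%, 75 nM oxytocin (EC100) as 100%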
M4 antag: CHRM4 antagonism in calcium assay; P08173; CHO-hM4 cells, ACh EC80, Fluo-8 calcium fluorescence; inhibition, % at 3 µM; 360,000 compounds, 0.73% hits;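 active = inhibition above its plate's cutoff, the mean inhibition of sample wells plus 3 SD, cut at about 27% in these data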;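 note: 0% = acetylcholine EC80 with DMSO and 100% = DMSO without agonist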
M1 ag parental: nonselective activator or artifact in parental CHO-K1 cells. Fluo-8 calcium fluorescence; scaled to maximal ATP response, vehicle zero. activation, % at 3 µM. 360,000 compounds, 0.48% hits. AID 602248; in the data active = activation above about 15%;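 note: untransfected CHO-K1 host cells lacking M1 receptor as counterscreen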
CHO parental Ca: signal in parental CHO cells, OX1R antagonist counter-screen; inhibition, % at 5.6 µM; AID 463079; parental CHO-K1, ATP-induced calcium, Fluo-8 fluorescence; 330,000 compounds, 0.63% hits;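 active = inhibition above that plate's mean sample inhibition plus 3 SD, cut at about 26% in these data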;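 note: 0% = ATP-challenged DMSO wells and 100% = DMSO wells without ATP; some compounds past the cut are filed as inactive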
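Material – parental CHO cells · Reagent – ATP stimulus · Compound – single nominal dose of 5.6 µM per compound · Detection – Fluo-8 fluorescence · Read-out basis – percent inhibition of calcium signal · Controls – ATP-challenged DMSO wells low, unchallenged DMSO wells high · Repeats – no replicates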
* marks the source's active call; other numbers are inactive results; x = no result given.

Start of the data: the first 11 records (preview)
Screens in order – M1 antag	CHRM1 agonist	OXTR potentiator	CHO-K1 Ca antag	M1 ag parental	CHRM1 PAM	CHRM4 agonist	M4 antag	CHO parental Ca
1	CS(=O)(=O)N(CC(=O)NCCC1=CCCCC1)c1ccc2c(c1)OCO2
  -9	-3	-6	-15	0.8	-2	2	-2	-12
2	Cc1ccc(NC(=O)CCNS(=O)(=O)c2cccc3nonc23)cc1
  -1	0	-11	3	0.1	5	1	0	-22
3	O=[N+]([O-])c1ccc2nc(NN=Cc3ccc(O)cc3)sc2c1
  -1	0	x	-12	0.9	2	9	-12	x
4	CC1(C(=O)NNC(=S)NCc2ccco2)CC1(Cl)Cl (stereo unspecified)
  -2	-2	-7	1	0.6	5	0	-2	4
5	COc1cc2cc(CN(Cc3nnnn3Cc3ccco3)C3CCCCC3)c(=O)[nH]c2cc1OC
  -4	-2	-6	0	0.4	3	0	-2	-12
6	c1coc(C2=NC(c3ccco3)C(c3ccco3)N2)c1 (stereo unspecified)
  -14	-7	x	-1	0.0	6	0	11	x
7	O=S(=O)(NCC(c1cccs1)N1CCc2ccccc2C1)c1ccccc1 (stereo unspecified)
  -9	-3	0	1	-0.2	-1	-1	-1	-35
8	CCn1c(S(=O)(=O)O)nc2ccccc21
  21	-1	4	-13	0.5	-8	1	-6	-6
9	Cc1nc(NC(=O)c2ccc(-c3cc4ccccc4oc3=O)cc2)ccc1Br
  -1	-3	0	9	-0.9	4	0	0	-9
10	CC1CCCCC12NC(=O)N(CC(=O)Nc1ccc3c(c1)OCCCO3)C2=O (stereo unspecified)
  -3	-4	2	-16	0.8	4	2	-7	-4
11	O=C(Cn1cncn1)N/N=C/c1c2ccccc2cc2ccccc12
  -31	-3	-3	-8	0.0	12	1	-2	-17

All compounds of this part, from the start:
Screens in order – M1 antag	CHRM1 agonist	OXTR potentiator	CHO-K1 Ca antag	M1 ag parental	CHRM1 PAM	CHRM4 agonist	M4 antag	CHO parental Ca
1	CS(=O)(=O)N(CC(=O)NCCC1=CCCCC1)c1ccc2c(c1)OCO2
  -9	-3	-6	-15	0.8	-2	2	-2	-12
2	Cc1ccc(NC(=O)CCNS(=O)(=O)c2cccc3nonc23)cc1
  -1	0	-11	3	0.1	5	1	0	-22
3	O=[N+]([O-])c1ccc2nc(NN=Cc3ccc(O)cc3)sc2c1
  -1	0	x	-12	0.9	2	9	-12	x
4	CC1(C(=O)NNC(=S)NCc2ccco2)CC1(Cl)Cl (stereo unspecified)
  -2	-2	-7	1	0.6	5	0	-2	4
5	COc1cc2cc(CN(Cc3nnnn3Cc3ccco3)C3CCCCC3)c(=O)[nH]c2cc1OC
  -4	-2	-6	0	0.4	3	0	-2	-12
6	c1coc(C2=NC(c3ccco3)C(c3ccco3)N2)c1 (stereo unspecified)
  -14	-7	x	-1	0.0	6	0	11	x
7	O=S(=O)(NCC(c1cccs1)N1CCc2ccccc2C1)c1ccccc1 (stereo unspecified)
  -9	-3	0	1	-0.2	-1	-1	-1	-35
8	CCn1c(S(=O)(=O)O)nc2ccccc21
  21	-1	4	-13	0.5	-8	1	-6	-6
9	Cc1nc(NC(=O)c2ccc(-c3cc4ccccc4oc3=O)cc2)ccc1Br
  -1	-3	0	9	-0.9	4	0	0	-9
10	CC1CCCCC12NC(=O)N(CC(=O)Nc1ccc3c(c1)OCCCO3)C2=O (stereo unspecified)
  -3	-4	2	-16	0.8	4	2	-7	-4
11	O=C(Cn1cncn1)N/N=C/c1c2ccccc2cc2ccccc12
  -31	-3	-3	-8	0.0	12	1	-2	-17
12	CC(C)(C)OC(=O)N1CCC(C(=O)Nc2ccc(C(=O)N3CCCCC3)cc2)CC1
  -6	4	x	-14	1.2	12	3	-13	x
13	COc1cc2oc(=O)cc(CN3CCOCC3)c2cc1Cl
  -3	-4	x	12	0.7	6	0	-7	x
14	CCc1nnc(NC(=O)CSc2nc3c(cc2C#N)CCC3)s1
  -18	-2	-3	-6	0.2	2	1	-3	-12
15	Cc1cc2cc(CN(Cc3cccs3)S(=O)(=O)c3ccc4c(c3)OCCO4)c(=O)[nH]c2cc1C
  -5	-4	-7	-4	-0.2	2	0	4	-1
16	Cc1ccc(C)c(NC(=S)NNC(=S)Nc2ccc(C(C)C)cc2)c1
  -11	-10	-12	-7	-0.2	10	-1	-12	-16
17	COc1ccc(NC(=O)Cc2nnc(SCC(=O)Nc3ccccc3)n2C)cc1
  -8	-1	-7	5	-0.3	13	2	-1	-3
18	Cc1ccc(-n2cccn2)c(CN2CCCC(C(=O)c3sccc3C)C2)c1 (stereo unspecified)
  6	-5	-4	-14	7.4	-7	11	-6	-21
19	CCc1ccccc1NC(=O)c1ccc(-n2c(C)ccc2C)cc1
  -9	-6	-6	1	-0.5	1	1	-2	-9
20	CCOC(=O)c1ccc(NC(=O)CSc2nc(N3CCOCC3)nc(N3CCOCC3)n2)cc1
  -1	-3	-11	-1	0.2	2	0	-7	-9
21	O=C1CCCC2=C1C(c1ccc(O)c(O)c1)c1c(ccc3ncccc13)N2 (stereo unspecified)
  7	-8	-5	-3	0.9	-1	3	6	-5
22	COc1ccccc1-c1noc(-c2ccccc2C(=O)NCc2ccco2)n1
  12	-3	-15	-10	5.2	-9	19	-2	-8
23	O=C(CCCN1CCC(C(=O)c2ccc(F)cc2)CC1)c1ccc(F)cc1
  89*	-9	-10	-4	3.7	-28	3	8	-7
24	C=CCn1c(SCC(=O)c2ccc(O)c(O)c2)nnc1-c1ccc(C)cc1
  -7	2	-4	-9	-0.2	7	1	-3	-19
25	COc1ccccc1Oc1cc(C#N)c(C#N)cc1-n1nnc2ccccc21
  1	-8	-3	10	0.9	-5	-2	-4	-19
26	COc1ccc(NC(=S)Nc2ccc(S(N)(=O)=O)cc2)c(OC)c1
  5	-13	-15	-17	3.5	5	2	1	-1
27	CC(C)NC(=O)C1(C)CCN1C(=O)C/C=C/c1ccccc1 (stereo unspecified)
  -13	-3	x	7	0.1	7	1	-2	x
28	O=C(O)CC1(CC(=O)Nc2ccc3ccccc3n2)CCCCC1
  -14	-3	-6	-4	0.6	6	-1	10	-11
29	Cc1nnsc1-c1c(C(=O)N2CCOCC2)c(C)nn1-c1ccccc1
  -12	-1	0	-13	0.7	2	0	0	-11
30	O=S1(=O)CCN(C2CCCCCCCCCCC2)CC1
  -6	-3	x	-8	-0.2	-1	-1	-10	x
31	CC1CCN(C(=O)c2nc[nH]c2C(=O)O[C@H](C)c2ccccc2)CC1
  -9	2	-1	-9	1.3	9	2	-4	-13
32	O=[N+]([O-])c1cccnc1NCCNc1ncc(C(F)(F)F)cc1Cl
  10	-6	-15	-2	-0.3	-7	-2	16	-31
33	COCCCN(C(=O)c1ccccc1F)c1nc(-c2ccc(OC)cc2)cs1
  -1	-4	-11	-13	1.5	5	-1	6	-20
34	Cn1c(=O)c2[nH]c(N=Nc3ccc(N)cc3N)nc2n(C)c1=O
  -12	1	0	-3	0.6	12	0	-5	-6
35	COc1ccccc1-c1cn[nH]c1-c1ccc(OCC(=O)NN)cc1O
  -8	-2	-1	14	7.1	8	1	-2	-9
36	N#C/C(=C\c1ccccc1[N+](=O)[O-])C(=O)NC1CCCCC1
  15	4	-5	12	0.9	1	3	-6	-9
37	COc1ccc(CCN2C(=O)CC(N3CCN(S(=O)(=O)c4ccccc4)CC3)C2=O)cc1OC (stereo unspecified)
  -8	-2	-9	-23	0.9	6	0	10	-27
38	COc1ccc(C(=O)OCC(=O)NC2CCCCCCC2)cc1OC
  -10	-3	-2	4	-0.1	12	2	-2	-19
39	CC(SC1=NCCS1)C(=O)Nc1nnc(-c2ccc(Cl)cc2)s1 (stereo unspecified)
  -15	-2	-1	-13	1.9	10	1	-8	-11
40	CC(Oc1ccccc1F)C(=O)NNC(=O)c1ccc(-n2cncn2)c([N+](=O)[O-])c1 (stereo unspecified)
  -14	-1	x	-1	-0.1	10	2	-17	x
41	COc1ccc(OCCCC(=O)OCC(=O)c2ccc3c(c2)NC(=O)CO3)cc1
  19	0	-17	7	1.2	-12	2	3	4
42	O=C(CSc1nnc2c(n1)[nH]c1ccccc12)OCc1ccccc1
  -25	0	-3	-5	0.9	4	1	-6	-6
43	COc1ccccc1NC(=O)/C=C/c1ccc2c(c1)OCO2
  16	-2	-14	8	0.3	-3	2	-12	-15
44	O=c1cc(N2CCN(c3ccccc3)CC2)[nH]c(=O)n1-c1ccccc1Cl
  -5	-4	-6	-7	0.0	3	0	4	4
45	COc1ccc(-c2nnc(NC(=O)C3CC3)o2)cc1
  -5	-1	2	-8	4.5	5	0	-3	-9
46	COc1ccc(Cc2[nH]n3c(=O)cc(C(C)C)nc3c2-c2ccccc2)cc1
  3	-13	-9	0	-0.1	-1	0	0	5
47	CCOC(=O)c1sc(-c2cccc(C(F)(F)F)c2)nc1O
  1	-5	-1	2	-0.1	3	0	-5	-5
48	COc1ccc(C(CNC(=O)c2cccc(S(=O)(=O)NCc3ccccc3)c2)N(C)C)cc1 (stereo unspecified)
  3	-6	-5	-6	2.3	-1	4	-8	-10
49	CCOP(=O)(OCC)C(Nc1ccccc1)c1ccccc1C(F)(F)F (stereo unspecified)
  4	-6	-3	-9	1.4	-1	0	-4	-6
50	Cc1cccc(N=Cc2c(O)cc(C)oc2=O)c1
  -5	-1	1	11	-0.5	2	0	11	-13

More entries follow:
Screens in order – M1 antag	CHRM1 agonist	OXTR potentiator	CHO-K1 Ca antag	M1 ag parental	CHRM1 PAM	CHRM4 agonist	M4 antag	CHO parental Ca
51	O=C(CSc1nnc(-c2ccc(Cl)cc2)o1)N1CCOCC1
  -16	-1	-10	-11	2.0	19	5	-1	-2
52	CC(C)Cc1cc(CN2CCC(CO)(Cc3cccc(C(F)(F)F)c3)CC2)[nH]n1
  15	-3	-15	4	10	-8	8	10	-13
53	CC/C(=N\NC(=O)c1c(C)nc2ccccn12)c1ccccc1
  1	-2	-8	-10	1.3	3	2	5	2
54	CCc1nnc(NC(=O)CSc2nnc(-c3ccoc3C)n2-c2ccccc2)s1
  6	-5	-2	-6	-0.1	4	0	0	-18
55	CCOC(=O)C1CCNC(=O)C1=O (stereo unspecified)
  -9	-2	x	-7	0.1	9	0	-3	x
56	C[C@@H]1CN([C@H](C)CO)C(=O)CCCn2cc(nn2)CO[C@H]1CN(C)S(=O)(=O)c1ccc(-n2cccn2)cc1
  2	-2	x	14	-0.2	-4	1	11	x
57	COCCn1c(C)cc(/C=C(\C#N)C(=O)OC(C)C(=O)Nc2ccc(NC(C)=O)cc2)c1C (stereo unspecified)
  -10	-2	-2	-3	1.3	7	1	-14	-23
58	COc1cc(SC)ccc1C(=O)N1CCN(c2ccccc2F)CC1
  5	0	-10	-7	4.3	5	3	-4	-7
59	O=S(=O)(NC1CCCCC1N1CCCCC1)c1ccccc1 (stereo unspecified)
  -14	-7	-2	-13	0.3	21	0	2	-2
